Screening data as filed in PubChem BioAssay.
IMP-1 inh – IMP-1 metallo-beta-lactamase inhibitors, primary screen, biochemical, epi-absorbance readout, Pseudomonas aeruginosa enzyme. purified IMP-1, nitrocefin hydrolysis, epi-absorbance fluorescence. metallo-beta-lactamase IMP-1 (Pseudomonas aeruginosa). inhibition, % at 5.6 µM. 0.45% of 290,000 active;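 active = inhibition above the mean plus 3 SD of all compounds in the same screening run, cut at about 4.5% in these data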;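 also: 0% = IMP-1 with DMSO and 100% = DMSO wells lacking enzyme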
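System: Purified IMP-1 | Read-out basis: Percent enzyme inhibition | Controls: IMP-1 with DMSO as 0%, enzyme-free DMSO as 100% | Replicates: One well per compound | Doses: 5.6 µM nominal single concentration | Detection: Epi-absorbance fluorescence, 480 nm excitation, 530 nm emission | Incubation: 25 °C, 15 min preincubation, 25 min reaction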
HCV NS3 hel inh – inhibitors of HCV NS3 helicase, primary screen, biochemical, Cy5 molecular beacon fluorescence; Hepatitis C virus NS3 helicase; NS3 helicase DNA unwinding; inhibition, % at 10.9 µM; 0.56% of 290,000 active; AID 1800, 2009;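 active = inhibition above the mean of all tested compounds plus 3 SD, set per campaign, cut at about 35% in these data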;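 also: 0% = DMSO wells and 100% = thioflavine S control wells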
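System: NS3 helicase fragment of HCV / Schedule: 1 h at 25 °C / Control set: DMSO alone as 0% and 110 µM thioflavine S as 100% / Reagent: Cy5/quencher beacon DNA duplex and ATP to start / Technique: Cy5 fluorescence / Replication: singlicate / Evaluation: % inhibition of end-to-start signal ratio versus controls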
PHOSPHO1 block – PubChem AID 1565; recombinant PHOSPHO1, absorbance phosphatase assay; inhibition, % at 13.3 µM; 1.1% of 290,000 active; in the data active = inhibition above about 60%
FID counter – compounds displacing fluorescent DNA intercalator, primary screen, artefact control for HCV NS3 helicase inhibitor project, biochemical, FID fluorescence. DNA fluorescent intercalator displacement. inhibition, % at 7.9 µM. 0.17% of 290,000 active; in the data active = inhibition above about 37%;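 also: 0% = vehicle and 100% = reference compound; higher means more ethidium bromide displaced from hairpin DNA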
p-CIP stab down – p/CIP-EGFP fusion destabilizers, primary screen, fluorescence, F442A cells. Q05BA5. 16 h. decrease of EGFP signal, % at 10 µM. 0.01% of 290,000 active;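 active = EGFP signal decrease of at least 30% at 10 µM or well 3 SD below plate mean, unless failing retest; inactive = the rest, including hits failing retest or dose response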; also: some compounds called inactive have numbers as strong as hits; many of its hits are not listed in these tables
Target sequence (Q05BA5 1-1403): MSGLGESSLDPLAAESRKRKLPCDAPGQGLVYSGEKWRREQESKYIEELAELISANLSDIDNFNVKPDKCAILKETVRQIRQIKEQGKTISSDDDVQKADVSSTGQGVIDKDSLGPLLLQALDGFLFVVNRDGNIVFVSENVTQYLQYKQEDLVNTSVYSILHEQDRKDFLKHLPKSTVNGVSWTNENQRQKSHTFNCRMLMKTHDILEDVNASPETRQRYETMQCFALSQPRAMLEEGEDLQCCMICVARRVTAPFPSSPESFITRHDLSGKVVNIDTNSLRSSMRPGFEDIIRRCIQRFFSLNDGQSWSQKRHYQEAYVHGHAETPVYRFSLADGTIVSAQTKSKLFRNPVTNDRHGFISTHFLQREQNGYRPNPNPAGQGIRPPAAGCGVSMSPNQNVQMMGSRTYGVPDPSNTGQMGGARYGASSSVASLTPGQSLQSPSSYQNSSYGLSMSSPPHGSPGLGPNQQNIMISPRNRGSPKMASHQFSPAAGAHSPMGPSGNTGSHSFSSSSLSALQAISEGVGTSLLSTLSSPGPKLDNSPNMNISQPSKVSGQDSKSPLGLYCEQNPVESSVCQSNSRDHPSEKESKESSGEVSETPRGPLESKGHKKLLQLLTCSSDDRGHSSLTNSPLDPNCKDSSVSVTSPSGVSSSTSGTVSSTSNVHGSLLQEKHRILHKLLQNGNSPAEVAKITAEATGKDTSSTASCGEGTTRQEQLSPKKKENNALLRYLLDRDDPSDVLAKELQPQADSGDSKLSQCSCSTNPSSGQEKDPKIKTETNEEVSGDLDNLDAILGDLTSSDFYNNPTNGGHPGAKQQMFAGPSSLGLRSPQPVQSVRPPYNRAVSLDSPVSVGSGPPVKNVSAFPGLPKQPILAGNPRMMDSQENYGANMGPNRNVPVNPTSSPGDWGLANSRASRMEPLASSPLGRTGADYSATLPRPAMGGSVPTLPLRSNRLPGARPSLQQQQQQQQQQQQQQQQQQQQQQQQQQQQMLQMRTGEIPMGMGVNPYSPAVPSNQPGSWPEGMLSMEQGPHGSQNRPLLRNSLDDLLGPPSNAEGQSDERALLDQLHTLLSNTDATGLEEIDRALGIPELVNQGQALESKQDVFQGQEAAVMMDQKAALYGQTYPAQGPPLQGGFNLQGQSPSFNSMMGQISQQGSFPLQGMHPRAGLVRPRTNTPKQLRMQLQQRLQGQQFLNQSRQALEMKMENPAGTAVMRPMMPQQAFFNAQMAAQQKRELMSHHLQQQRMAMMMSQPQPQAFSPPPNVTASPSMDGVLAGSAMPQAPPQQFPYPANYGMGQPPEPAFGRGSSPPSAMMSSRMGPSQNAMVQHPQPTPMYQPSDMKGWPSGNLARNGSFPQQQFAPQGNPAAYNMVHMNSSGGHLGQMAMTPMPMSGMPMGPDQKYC
UBC9 SUMO inh – inhibitors of in vitro SUMOylation cascade, primary screen, biochemical, HTRF, uHTS; SUMO-conjugating enzyme UBC9 (Homo sapiens), P63279; HTRF SUMOylation assay, SAE1/SAE2 + UBC9; inhibition, % at 35 µM; 0.36% of 290,000 active; AID 2006, 2009; in the data active = inhibition above about 50%, passing the limit was not always enough; also: strong numbers were not always called active
MEKK3 PB1 HTS – modulators of MEKK3-MEK5 PB1 binding, primary screen, biochemical, wildtype MEKK3, multiplex bead flow cytometry, Alexa488-MEK5; Mitogen-activated protein kinase kinase kinase 3 (Homo sapiens), Q99759; bead-based flow cytometry, Alexa488-MEK5 binding to MEKK3; actives lie on both sides; 0 = blocked by unlabeled MEK5, 100 = vehicle; binding response (% of control), % at 10 µM; 1.4% of 290,000 active; AID 1529, 2009;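 active = binding response more than 3 SD above or below the average of its plate-row segment, actives on both sides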;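 also: Alexa488 bead fluorescence after subtracting the streptavidin-only scavenger bead signal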
VIM-2 inhibitor – VIM-2 metallo-beta-lactamase inhibitors, primary screen, biochemical, epi-absorbance readout, Pseudomonas aeruginosa enzyme; AID 1527, 2009; 0.89% of 290,000 active; inhibition, % at 5.6 µM; purified VIM-2, nitrocefin hydrolysis, epi-absorbance fluorescence;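 active = inhibition above the mean of all tested compounds plus 3 SD, cutoff set per screening run, cut at about 7.5% in these data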;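 also: red hydrolysis product quenches plate fluorescence so inhibitors raise well fluorescence; 0% = enzyme with DMSO and 100% = DMSO without enzyme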
IDE cell activ – human IDE activators in live cells, primary screen, fluorescence polarization, HEK cells, FAbeta-B substrate; FAbeta-B cleavage; 0% vehicle, 100% cell-free pure enzyme wells; Insulin-degrading enzyme (Homo sapiens), P14735; activation, % at 5.96 µM; 0.073% of 340,000 active;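 active = activation above the mean of all tested compounds plus 3 SD, set per screening campaign, cut at about 17% in these data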
An asterisk follows results filed as active.

C=CCN1C(c2ccccc2)=CS/C1=C(\C#N)c1nnc2n1CCCCC2 was read as IMP-1 inh -2.0, HCV NS3 hel inh -13, PHOSPHO1 block 0, FID counter -23, p-CIP stab down -3, UBC9 SUMO inh 1, MEKK3 PB1 HTS 93, VIM-2 inhibitor -3.2 and IDE cell activ -3.
COc1ccc(CN2C(=O)c3cccnc3C2=O)cc1S(=O)(=O)NCc1ccccc1 was read as IMP-1 inh -1.0, HCV NS3 hel inh 3, PHOSPHO1 block 40, FID counter -28, p-CIP stab down -2, UBC9 SUMO inh 5, MEKK3 PB1 HTS 99, VIM-2 inhibitor -1.1 and IDE cell activ 4.
`CCCC[n+]1ccn(-c2nc3ccccc3nc2[N-]S(=O)(=O)c2ccc(C)cc2)c1` gave IMP-1 inh -3.1, HCV NS3 hel inh 7, PHOSPHO1 block 0, FID counter -16, p-CIP stab down 2, UBC9 SUMO inh 5, MEKK3 PB1 HTS 99, VIM-2 inhibitor 0.7 and IDE cell activ -3.
CCOC(=O)/C(C#N)=C/c1ccc(OC(=O)c2ccco2)c(OCC)c1 was read as IMP-1 inh -1.8, HCV NS3 hel inh -14, PHOSPHO1 block 9, FID counter 3, p-CIP stab down 4, UBC9 SUMO inh -1, MEKK3 PB1 HTS 101, VIM-2 inhibitor -3.2 and IDE cell activ 1.
Cc1ccccc1NC(=O)c1cc(N)ccc1N1CCCCC1 was read as IMP-1 inh -3.9, HCV NS3 hel inh 3, PHOSPHO1 block 25, FID counter -11, p-CIP stab down -5, UBC9 SUMO inh 0, MEKK3 PB1 HTS 100, VIM-2 inhibitor -5.9 and IDE cell activ 2.
Screening Cn1c(=O)cc(SCC(=O)N2CCCC2)c2cc(Cl)ccc21 returned IMP-1 inh -1.6, HCV NS3 hel inh -8, PHOSPHO1 block 7, FID counter -1, p-CIP stab down 3, UBC9 SUMO inh 2, MEKK3 PB1 HTS 89, VIM-2 inhibitor 2.9 and IDE cell activ 5.
`CC(C)C(NC(=O)OCc1ccccc1)C(=O)OCC(=O)N1C(C)CCCC1C` (stereo not given) gave IMP-1 inh -3.9, HCV NS3 hel inh 2, PHOSPHO1 block -11, FID counter -34, p-CIP stab down -12, UBC9 SUMO inh 10, MEKK3 PB1 HTS 102, VIM-2 inhibitor -0.5 and IDE cell activ 0.
Cn1c(=O)c(C(=O)NC2CCCCCC2)c(O)c2ccccc21 was read as IMP-1 inh -2.7, HCV NS3 hel inh -9, PHOSPHO1 block 30, FID counter -3, p-CIP stab down -3, UBC9 SUMO inh -4, MEKK3 PB1 HTS 99, VIM-2 inhibitor -1.6 and IDE cell activ 1.
Screening Cc1ccc([N+](=O)[O-])cc1N=C(c1ccc([N+](=O)[O-])cc1)N1CCOCC1 returned IMP-1 inh -2.3, HCV NS3 hel inh -6, PHOSPHO1 block 2, FID counter 5, p-CIP stab down -3, UBC9 SUMO inh -6, MEKK3 PB1 HTS 93, VIM-2 inhibitor -1.9 and IDE cell activ 7.
`CC(C)(C)c1ccc(C(=O)NCC(=O)N2CCNC(=O)C2)cc1` gave IMP-1 inh -2.2, HCV NS3 hel inh -1, PHOSPHO1 block 28, FID counter -4, p-CIP stab down -3, UBC9 SUMO inh 15, MEKK3 PB1 HTS 99, VIM-2 inhibitor 0.1 and IDE cell activ 3.
Screening CCN(CC)C(=O)Cn1cc(C(=O)C(=O)N(CC)C2CCCCC2)c2ccccc21 returned IMP-1 inh 0.4, HCV NS3 hel inh -7, PHOSPHO1 block 32, FID counter -45, p-CIP stab down -12, UBC9 SUMO inh 8, MEKK3 PB1 HTS 100, VIM-2 inhibitor 1.0 and IDE cell activ 2.
For COc1cc(CN2CCNC(=O)C2CC(=O)NCCCN2CCOCC2)cc(OC)c1 (stereo not given) the results were IMP-1 inh -1.7, HCV NS3 hel inh -2, PHOSPHO1 block 8, FID counter 1, p-CIP stab down -2, UBC9 SUMO inh 15, MEKK3 PB1 HTS 104, VIM-2 inhibitor -1.1 and IDE cell activ 2.
For CCCc1nc2ccccc2n1C(=S)SC the results were IMP-1 inh -3.4, HCV NS3 hel inh -8, PHOSPHO1 block -4, FID counter -9, p-CIP stab down 11, UBC9 SUMO inh 8, MEKK3 PB1 HTS 103, VIM-2 inhibitor -3.3 and IDE cell activ -3.
For COc1ccc(CCNC(=O)C2CC(=O)N(C3CCCC3)C2)cc1OC (stereo not given) the results were IMP-1 inh 2.3, HCV NS3 hel inh -5, PHOSPHO1 block 25, FID counter -8, p-CIP stab down 3, UBC9 SUMO inh 2, MEKK3 PB1 HTS 91, VIM-2 inhibitor -0.8 and IDE cell activ -4.
CC(=O)Nc1ccc(-n2c(C)nc(=O)c(-c3ccccc3)c2C)cc1 was read as IMP-1 inh -2.5, HCV NS3 hel inh -2, PHOSPHO1 block 6, FID counter -3, p-CIP stab down -6, UBC9 SUMO inh 5, MEKK3 PB1 HTS 111, VIM-2 inhibitor -1.1 and IDE cell activ 2.
`Cc1ccc(CNS(=O)(=O)c2ccc(C(F)(F)F)cc2)n1C` gave IMP-1 inh -1.8, HCV NS3 hel inh -1, PHOSPHO1 block 12, FID counter -3, p-CIP stab down -6, UBC9 SUMO inh 14, MEKK3 PB1 HTS 103 and VIM-2 inhibitor -1.0.
`COc1ccc(NC(=O)COC(=O)Cc2ccccc2[N+](=O)[O-])cc1OC` gave IMP-1 inh -2.0, HCV NS3 hel inh 7, PHOSPHO1 block 5, FID counter -2, p-CIP stab down 0, UBC9 SUMO inh 0, MEKK3 PB1 HTS 104, VIM-2 inhibitor -0.8 and IDE cell activ -4.
CCOc1cccc(C(=O)N(Cc2cccc(F)c2)C2CCS(=O)(=O)C2)c1 (stereo not given) was read as IMP-1 inh 1.5, HCV NS3 hel inh -2, PHOSPHO1 block 26, FID counter -35, p-CIP stab down 0, UBC9 SUMO inh 7, MEKK3 PB1 HTS 102, VIM-2 inhibitor -1.6 and IDE cell activ 8.
For CCN(CC)CCCNC(=O)c1cc(-c2ccccc2)c(N2CCCCC2)s1 the results were IMP-1 inh -2.7, HCV NS3 hel inh -95, PHOSPHO1 block 18, FID counter 21, p-CIP stab down 5, UBC9 SUMO inh -5, MEKK3 PB1 HTS 105, VIM-2 inhibitor -1.9 and IDE cell activ -4.
CC1CCC(C(C)C)C(OC(=O)COC(=O)c2cccn2C)C1 (stereo not given) was read as IMP-1 inh -0.1, HCV NS3 hel inh -7, PHOSPHO1 block 12, FID counter -4, p-CIP stab down -6, UBC9 SUMO inh 4, MEKK3 PB1 HTS 95, VIM-2 inhibitor 1.9 and IDE cell activ -1.
CCn1c(CNC(=O)c2cccs2)n[nH]c1=S was read as IMP-1 inh -2.5, HCV NS3 hel inh 6, PHOSPHO1 block -5, FID counter -3, p-CIP stab down 3, UBC9 SUMO inh 2, MEKK3 PB1 HTS 104, VIM-2 inhibitor -4.2 and IDE cell activ 4.
`CCOC(=O)N1CCN(C(=O)COc2ccc(S(=O)(=O)NC(C)C)cc2)CC1` gave PHOSPHO1 block 20, p-CIP stab down -2, UBC9 SUMO inh -3, MEKK3 PB1 HTS 106 and IDE cell activ 1.
For Cc1nc(C2CC(=O)OC23CCCCC3)cs1 (stereo not given) the results were IMP-1 inh -2.0, HCV NS3 hel inh 6, PHOSPHO1 block -39, FID counter -5, p-CIP stab down 5, UBC9 SUMO inh 15, MEKK3 PB1 HTS 94, VIM-2 inhibitor -2.0 and IDE cell activ -1.
`Cc1cccc(C(=O)NCC(=O)N(C)CC(=O)Nc2ccc(N3CCOCC3)cc2)c1` gave IMP-1 inh -1.6, HCV NS3 hel inh 5, PHOSPHO1 block 32, FID counter -11, p-CIP stab down -3, UBC9 SUMO inh 9, MEKK3 PB1 HTS 97, VIM-2 inhibitor -1.4 and IDE cell activ 0.

Continued; it opens with the 2 that closed the last part.
For Cc1nc(C2CC(=O)OC23CCCCC3)cs1 (stereo not given) the results were IMP-1 inh -2.0, HCV NS3 hel inh 6, PHOSPHO1 block -39, FID counter -5, p-CIP stab down 5, UBC9 SUMO inh 15, MEKK3 PB1 HTS 94, VIM-2 inhibitor -2.0 and IDE cell activ -1.
`Cc1cccc(C(=O)NCC(=O)N(C)CC(=O)Nc2ccc(N3CCOCC3)cc2)c1` gave IMP-1 inh -1.6, HCV NS3 hel inh 5, PHOSPHO1 block 32, FID counter -11, p-CIP stab down -3, UBC9 SUMO inh 9, MEKK3 PB1 HTS 97, VIM-2 inhibitor -1.4 and IDE cell activ 0.
CCOc1ccc(CCNC(=O)CN2C(=O)NC3(CCCC3)C2=O)cc1OCC was read as IMP-1 inh -3.2, HCV NS3 hel inh -6, PHOSPHO1 block 23, FID counter -24, p-CIP stab down 12, UBC9 SUMO inh -3, MEKK3 PB1 HTS 99, VIM-2 inhibitor 1.0 and IDE cell activ 1.
Screening CCC(C)N(C)C1CCN(C(=S)Nc2ccc(OC)cc2)CC1 (stereo not given) returned IMP-1 inh 0.4, HCV NS3 hel inh -8, PHOSPHO1 block -20, FID counter 6, p-CIP stab down 0, UBC9 SUMO inh 18, MEKK3 PB1 HTS 88, VIM-2 inhibitor 2.3 and IDE cell activ 5.
For COc1cccc(CNS(=O)(=O)c2ccc3c(c2)CC(C)N3C(=O)C2CCC2)c1 (stereo not given) the results were IMP-1 inh -2.5, HCV NS3 hel inh 6, PHOSPHO1 block 32, FID counter -40, p-CIP stab down -16, UBC9 SUMO inh -2, MEKK3 PB1 HTS 100, VIM-2 inhibitor -1.6 and IDE cell activ 3.
`FC(F)(F)c1cc(-c2ccc(Cl)cc2)nc2ncnn12` gave IMP-1 inh -1.6, HCV NS3 hel inh 3, PHOSPHO1 block 4, FID counter -1, p-CIP stab down 15, UBC9 SUMO inh 6, MEKK3 PB1 HTS 84, VIM-2 inhibitor 0.1 and IDE cell activ 4.
Screening CCOC(=O)CC(=O)CSc1nc(N)c(C#N)c(-c2ccc(Cl)cc2)c1C#N returned IMP-1 inh -3.2, HCV NS3 hel inh 22, PHOSPHO1 block 19, FID counter -3, p-CIP stab down 1, UBC9 SUMO inh -20, MEKK3 PB1 HTS 103, VIM-2 inhibitor -4.1 and IDE cell activ -4.
Screening O=[N+]([O-])c1ccc(Oc2cnc3ccccc3n2)cc1 returned IMP-1 inh -3.0, HCV NS3 hel inh 3, PHOSPHO1 block 20, FID counter 7, p-CIP stab down 4, UBC9 SUMO inh 10, MEKK3 PB1 HTS 102, VIM-2 inhibitor -0.9 and IDE cell activ 0.

Only part of the results is shown; count on the stated rates, not on these rows.
